# HP1b binding inh = HTS for Inhibitors of HP1-beta Chromodomain Interactions with Methylated Histone Tails. Chromobox protein homolog 1 (Homo sapiens), P83916. AlphaScreen HP1-beta / biotin-H3K9me3 peptide binding. Potency, µM (top dose mostly 114 µM), without a hit: at the highest dose activity change, negative = inhibition, hits mostly inhibitors. 390,000 compounds, 0.56% hits; further: potency means the concentration at half of the fitted maximal effect; nearly all actives have a fitted effect of over 70% in size; inactives centre near 23
#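 AlphaScreen: HP1-beta (50 nM) preformed 30 min with biotin-H3(1-18)K9me3 peptide (50 nM) in PBS pH 7.4, 0.01% Tween-20. Compound added for 30 min at RT, then streptavidin donor/nickel chelate acceptor beads (10 ug/mL) for 30 min.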
# G9a inh = qHTS Assay for Inhibitors of Histone Lysine Methyltransferase G9a. Histone-lysine N-methyltransferase EHMT2 (Homo sapiens), Q96KQ7. G9a H3K9 monomethylation, AlphaScreen, 2 h. Potency, µM (highest dose often 102 µM), inactives show top-dose activity, negative = inhibition, most hits filed as inhibitors. 350,000 compounds, 8.8% hits; further: potency means the concentration at half of the fitted maximal effect; on the % scale 0 is the no-effect control and ±100 the full control effect; nearly all actives have a fitted effect of over 75% in size
#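 Enzyme 20 nM + cpd, 15 min RT; add b-H3K9 pep 500 nM / SAM 20 uM; 2 h RT; anti-H3K9me1 Ab 0.5 ug/mL + SA donor / anti-rabbit acceptor beads 20 ug/mL each, 10 min; AlphaScreen read.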
# GLS inhibitor = qHTS for Inhibitors of Glutaminase (GLS). GLS enzymatic activity, qHTS titration. Glutaminase kidney isoform, mitochondrial (Homo sapiens), O94925. Potency, µM (top dose mostly 45.5 µM), for inactives: at the top dose activity change, negative = inhibition, most hits filed as inhibitors. 410,000 compounds, 0.21% hits; further: potency means the concentration at half of the fitted maximal effect; on the % scale 0 is the no-effect control and ±100 the full control effect
#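 hKGA in 45 mM KH2PO4 (pH 8.2), 0.02% Tween-20 with compound, then 1mM L-Glutamine (stock as added) plus glutamate oxidase/HRP/Amplex red coupling mix. Fluorescence read initially and after 30 min at RT; signal change reflects glutamate formation.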
# JMJD2A Tudor = qHTS Assay for Inhibitors of JMJD2A-Tudor Domain | 390,000 compounds, 4.4% hits | Potency, µM (highest dose often 114 µM), inactives show top-dose activity change, negative = inhibition, hits mostly inhibitors | AlphaScreen JMJD2A-Tudor / H3K4me3 peptide binding; further: potency means the concentration at half of the fitted maximal effect; on the % scale 0 is the no-effect control and ±100 the full control effect; nearly all actives have a fitted effect of over 50% in size
# PI4K2A block = qHTS for small molecular inhibitors of PI4K2A | activity change, negative = inhibition, % at 76.9 µM | purified PI4K2A, ADP-Glo luminescence, 1 h; stronger effect = lower value | 420,000 compounds, 0.13% hits | Phosphatidylinositol 4-kinase type 2-alpha (Homo sapiens), Q9BTU6 | AID 1346378, 2018; in the data active means activity change below about -50%; inconclusive means mostly about -30% to -49%;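 further: -100% = wells without enzyme as full effect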
#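 Compounds are screened against recombinant PI4K2A using PI as substrate and ATP, the latter dispensed at 300 microM. Reactions run one hour at ambient temperature before ADP-Glo detection; full inhibition defined by wells lacking enzyme.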
# Pin1 inh = qHTS Assay to Find Inhibitors of Pin1; Pin1 FP peptide displacement, HiFluor488, 10 min; AID 504891, 2011; 390,000 compounds, 0.009% hits; Potency, µM (doses to about 115 µM), for inactives: top-dose activity, negative = inhibition, actives largely listed as inhibitors; Peptidyl-prolyl cis-trans isomerase NIMA-interacting 1 (Homo sapiens), Q13526; active means well fitted inhibition curve with a large enough effect in the polarisation, with a control signal flat, not every such curve was filed as active; inconclusive means small, poorly fitted or top-dose-only effect, or effect the other way, or a change in a side signal; inactive means no such curve, though single readings can be large or run the other way; the % refers to the polarisation; further: potency means the concentration at half of the fitted maximal effect; on the % scale 0 is the no-effect control and ±100 the full control effect
# ERG-DNA inh = qHTS for Small Molecule Inhibitors of the ERG Ets/DNA interaction | Transcriptional regulator ERG (Homo sapiens), P11308 | fluorescence polarization, His-ERG Ets domain / labelled DNA | Potency, µM (doses to about 76.9 µM), for inactives: top-dose FP activity, negative = inhibition, hits mostly inhibitors | 370,000 compounds, 0.028% hits; active means well fitted inhibition curve with a large enough effect in the polarisation, with a control signal flat; inconclusive means small, poorly fitted or top-dose-only effect, or effect the other way, or a change in a side signal; inactive means no such curve, though single readings can be large or run the other way; the % refers to the polarisation;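 further: polarization taken with two DNA probes labelled with fluorescein and Texas red; potency means the concentration at half of the fitted maximal effect; % of control where 0% means no effect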
#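 His-tagged ERG Ets domain (1 uM in the protein solution; 300mM KCl, 50mM Tris-HCl, 1mM EDTA, 1mM DTT, pH 7.5) received compound, then a probe mix of 5 nM fluorescein-DNA and 100nM Texas-615-DNA. Fluorescence polarization was read for both dyes.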
# Tb PGK inh = qHTS Assay to Find Inhibitors of Phosphoglycerate Kinase; PGK/GAPDH coupled, Kinase-Glo luminescence, 60 min; 380,000 compounds, 0.043% hits; AID 602233, 2012; Potency, µM (top dose mostly 57.5 µM), inactives show at the highest dose activity change, negative = inhibition, most hits filed as inhibitors; further: potency means the concentration at half of the fitted maximal effect; on the % scale 0 is the no-effect control and ±100 the full control effect; nearly all actives have a fitted effect of over 60% in size
#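 Recombinant glycosomal PGK reaction used 1,3-bisphosphoglycerate generated in-well by GAPDH (100nM final) in 100mM TEA pH 7.6, 5mM MgCl2, 0.01% Tween-20. After 60 minutes at room temperature, ATP was read by Kinase-Glo Plus luminescence end-point.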
# BAZ2B block = qHTS Assay for Inhibitors of BAZ2B | AlphaScreen BAZ2B-H3K14Ac peptide displacement | 360,000 compounds, 4.4% hits | Potency, µM (doses to about 114 µM), for the others: top-dose activity change, negative = inhibition, actives largely listed as inhibitors | AID 504333, 2011; further: potency means the concentration at half of the fitted maximal effect; on the % scale 0 is the no-effect control and ±100 the full control effect; nearly all actives have a fitted effect of over 60% in size
#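 AlphaScreen displacement of biotin-H3(5-23)K14Ac peptide (50 nM final) from BAZ2B (50 nM final) in PBS pH 7.4, 0.01% Tween-20; complex preformed 30 min RT, then compounds (top 110 uM) 30 min RT, beads 20 min dark.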
# * = called active by the depositor; i = inactive; ? = inconclusive; nt = no result given; [ ] = another dose, or the depositor's remark. Unless noted, the call rests on the fitted dose curve; in most records, active means well fitted curve in the direction sought with a large enough effect; inconclusive means small, poorly fitted or top-dose-only effect, or another doubt; inactive means no such curve, though single readings can be large; an effect the other way counts as inactive or inconclusive.
item	Molecule	GLS inhibitor	HP1b binding inh	JMJD2A Tudor	BAZ2B block	G9a inh	ERG-DNA inh	Tb PGK inh	PI4K2A block	Pin1 inh
1	COc1ccc(CCC(=O)NCc2nc3cccnc3n2Cc2ccc(F)cc2)cc1	-9%	9%[57 µM]	-8%	1%	16%[59 µM]	4%	2%	-4	2%
2	CC[C@]12c3[nH]c4ccc(Cl)cc4c3CCN1C(=O)[C@@H](CC(=O)NCC13CC4CC(CC(C4)C1)C3)C[C@@H]2C(=O)N1CCN(C(=O)c2ccco2)CC1	9%	6%	-33%	nt	nt	32%[activator]	3%	-2	5%
3	Cc1noc(/C=C/c2ccco2)c1S(=O)(=O)N1CCC(C(=O)Nc2ccc(F)c(Cl)c2)CC1	-21%	13%	-16%	nt	-36%[59 µM]	10%	6%	-22	60%[activator]
4	Cc1cc(C(=O)CSc2nnc(N)s2)c(C)n1CCc1ccc(F)cc1	?	54%[activator]	-18%[57.1 µM]	-15%	43%[12.7 µM]	-3%	-8%	2	?
5	CC1CCCC(C)N1C(=O)COC(=O)CN1C(=O)c2ccccc2C1=O (stereo unspecified)	0%	10%	-15%	nt	nt	1%	-6%	4	-16%
6	CC(C)(C)c1ccc(C(=O)N2CCC(C(=O)NCc3ccncc3)CC2)cc1	-2%	32%	-3%	1%	-11%[59 µM]	1%	-2%	0	-6%
7	COc1ccc(-n2cc(C(=O)Nc3ccccc3C#N)c3ccccc3c2=O)cc1	11%	30%	-28%	-24%	-28%[59 µM]	-2%	i	-5	13%
8	O=C1c2cccnc2C(=O)N1Cc1ccco1	-17%	2%	?	?	-4%[59 µM]	-7%	i	2	-12%
9	CCOC(=O)c1ccc(NC(=O)CC2C(=O)N(c3ccc(C)cc3)C(=O)N2C2CCCCC2)cc1 (stereo unspecified)	-4%	22%	-14%	-11%	-23%[59 µM]	4%	i	-2	-11%
10	O=C(CN(Cc1ccccc1)S(=O)(=O)c1ccc(F)cc1)NCc1cccnc1	7%	18%	-18%	-5%	0%	-4%	-1%	7	-5%
11	O=C(NCc1ccco1)c1ccc(Cn2c(SCc3ccccc3)nc3cccnc32)cc1	-8%	13%	-36%	-21%	?	6%	i	-5	27%
12	O=C(Nc1ccccn1)C1(c2ccccc2)CCCC1	1%	12%	-4%	-1%	?	8%	4%	6	-3%
13	CCOc1nc(C)ccc1-c1noc(C)n1	4%	8%	-17%	14%	-3%	-7%	-8%	11	-9%
14	CCC(=O)N1CCc2cc(S(=O)(=O)CCC(=O)Nc3cc(Cl)ccc3OC)ccc21	10%	8%	14µM*	nt	13µM*	-2%	-8%	3	1%
15	CC(=O)Nc1ccc(-c2csc(Nc3ccc(S(N)(=O)=O)cc3)n2)cc1	6%	41%[activator]	2%	-9%	0%	2%	i	1	-2%
16	COc1cc(F)c(C2=CC(=O)C[C@H](c3ccc4c(c3)OCO4)C2)cc1F	-11%	44%[activator]	-17%	-5%	12%[2.33 µM]	6%	-9%	0	6%
17	CC(C)(C)c1ccc(OCc2nc(-c3ccccn3)no2)c(Br)c1	7%	55%[activator]	4%	-5%	30%[59 µM]	0%	10%	-10	1%
18	O=C(Cn1cc(C(F)(F)F)cc(Cl)c1=O)NCC1COc2ccccc2O1 (stereo unspecified)	5%	28%	-6%	-4%	1%[12.7 µM]	11%	i	-1	-1%
19	C[C@@H]1CN([C@H](C)CO)C(=O)Cc2cc(NC(=O)CCC(F)(F)F)ccc2O[C@@H]1CN(C)S(=O)(=O)c1ccccc1	4%	15%	-24%	nt	nt	0%	-1%	4	3%
20	Cc1noc(-c2ccccc2)c1NC(=O)Nc1ccc(Cl)cc1	-12%	37%[activator]	-10%	0%	-5%	?	-10%	-2	-7%
21	O=C(COC(=O)c1cccs1)Nc1ccc(F)c(F)c1	1%	46%[activator]	-5%	-6%	32%[12.7 µM]	0%	-7%	1	-4%
22	C=C1Cn2c(nnc2-c2ccc(Cl)cc2)S1	-6%	55%[activator]	-1%	3%	?	-9%	-4%	6	-2%
23	CC(=O)N1CCN=C1SCc1ccc(Cl)cc1	-3%	36%[activator]	3%	-3%	10%[59 µM]	6%	-4%	-1	?
24	CN1CCN(C(=O)c2cnn3c(C(F)F)cc(C4CC4)nc23)CC1	6%	31%	-12%	-4%	?	9%	4%	-3	2%
25	O=c1oc2ccccc2c(NC2CCCCC2)c1NS(=O)(=O)c1ccc(F)cc1	?	-22%	?	-14%	-1%	2%	3%	-5	-6%
26	CCN1C(=O)[C@H]2[C@@H](c3ccc(-c4ccc(OC)cc4)cc3)N[C@@](Cc3ccccc3)(C(=O)OC)[C@H]2C1=O	-3%	26%	-4%	11%	-6%[2.33 µM]	4%	4%	0	11%
27	CCOC(=O)C(Sc1cc(C)nc(N)n1)C(C)=O (stereo unspecified)	-11%	3%	56µM*	-1%	18µM*	2%	i	8	-1%
28	CN(Cc1nc(-c2cccs2)no1)CC1(N2CCOCC2)CCCCC1	8%	57%[activator]	4%	3%	3%	5%	4%	-2	-3%
29	Cc1cccc(Cn2c(=O)n(Cc3ccccc3)c(=O)c3oc4ccccc4c32)c1	-2%	0%	-14%	-11%	-6%[59 µM]	3%	-5%	-1	-2%
30	O=C(CCC(=O)N1CCN(Cc2ccccc2)CC1)Nc1nnc(C2CCCCC2)s1	5%	23%	-15%	-7%	3%[0.0925 µM]	-4%	6%	0	-12%
31	CN(CC(=O)Nc1cc(S(=O)(=O)N2CCCC2)ccc1Cl)Cc1ccc2c(c1)OCO2	5%	25%	-25%	-8%	nt	3%	-2%	0	29%
32	COc1ccc(CCNC(=O)c2oc3ccc(OC)cc3c2C)cc1	4%	42%[activator]	-4%	-1%	nt	2%	-5%	5	6%
33	COc1ccc(C(=O)NCCCCCC(=O)O)cc1OC	-7%	46%	0%	11%	12%[59 µM]	0%	10%	1	3%
34	O=C(NC1CCOCC1)C1CCC(=O)N(CCc2ccc(Cl)cc2)C1 (stereo unspecified)	-2%	25%	-6%	1%	6%[59 µM]	-3%	3%	2	0%
35	CNc1nc(Nc2ccc(C)c(Cl)c2)nc(N)c1[N+](=O)[O-]	-2%	40%[activator]	-14%[57.1 µM]	-5%	-7%	8%	i	-11	8%
36	COc1ccc(C2CC(=O)Oc3cc(OC)c(OC)c(OC)c32)cc1 (stereo unspecified)	-5%	53%[activator]	-1%	nt	22%	-7%	-7%	0	-2%
37	O=C(Nc1ccc(S(=O)(=O)N2CCCC2)cc1)Nc1ccc(F)cc1F	13%	25%	-9%	nt	nt	-1%	0%	-4	-2%
38	COc1ccc(CC(=O)Nc2ccc(N(C)C)c3ccccc23)cc1	-9%	28%	-20%	?	18%	4%	2%	0	4%
39	CCOC(=O)c1ccc(NC2Nc3cc(C)nn3S2)cc1 (stereo unspecified)	3%	23%	-23%	18%	3.2µM*	-1%	5%	0	9%
40	COC(Cc1nnc(SC)n1-c1ccccc1)OC	5%	27%	-10%	-7%	nt	-2%	0%	-4	2%
41	Cc1cccc(OCC(=O)N2CCC(N3CCCCCC3)CC2)c1	nt	?	3.2µM*	?	?	0%	2%	4	2%
42	S=c1[nH]nc(Nc2ccccc2Cl)s1	?	22µM*	6.3µM*	45µM*	1.4µM*	2%	-5%	-2	-10%
43	Cc1[nH][nH]c(=O)c1C(c1ccc(-c2ccc(Cl)c(Cl)c2)o1)c1c(C)[nH][nH]c1=O	-7%	-35%	?	?	11µM*	11%	-15%	?	1%
44	CC1Cc2cc(S(=O)(=O)N3CCCC(C(=O)N4CCCCC4)C3)ccc2N1C(=O)C1CC1 (stereo unspecified)	4%	14%[57 µM]	1%	-14%	-2%[59 µM]	0%	-3%	3	6%
45	O=C1C2CCCCN2C(=O)N1CCCCN1CCN(c2ccc(F)cc2)CC1 (stereo unspecified)	10%	46%[activator]	-11%	-1%	24%[0.501 µM]	6%	4%	0	0%
46	O=[N+]([O-])c1ccc(OCCOc2ccccc2/C=N/n2cnnc2)cc1	-2%	26%	-5%	-5%	16%	-3%	nt	-7	28%
47	COc1cccc(C(=O)NCCC(=O)NCc2cc(=O)n(C)c(=O)n2C)c1	1%	25%	1%	-19%	21%	-10%	6%	0	-1%
48	Cc1ccc(C)c(NC(=O)CN(C)C(=O)c2ccccc2OCc2ccccc2Cl)c1	-4%	32%	-8%	6%	-31%	2%	0%	-3	1%
49	COc1ccc(-c2nc(CS(=O)CC(=O)NCCCN3CCCC3)c(C)o2)cc1OC (stereo unspecified)	-5%	30%	-11%	-30%	?	-8%	-9%	1	3%
50	Cc1ccc(N2CC(C(=O)Nc3ccc(N4CCOCC4)cc3)CC2=O)cc1C (stereo unspecified)	-10%	26%	-12%	5%	-6%	4%	-4%	1	-5%
51	Cc1coc2cc3oc(=O)c4c(c3cc12)CCCC4	4%	26%	-13%	1%	-1%	nt	nt	-2	-7%
